Screens from PubChem.
GPR151 ag: activators of human GPR151, primary screen, cell-based, PathHunter beta-arrestin, luminescence. G-protein coupled receptor 151 (Homo sapiens), Q8TDV0. PathHunter beta-arrestin GPR151 cells. actives 1% (n = 650,000). activation, % at 11.2 µM; in the data active = activation above about 4.9%;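 also: 0% = median of compound wells and 100% = cells with positive control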
Target sequence (Q8TDV0 whole entry, looked up): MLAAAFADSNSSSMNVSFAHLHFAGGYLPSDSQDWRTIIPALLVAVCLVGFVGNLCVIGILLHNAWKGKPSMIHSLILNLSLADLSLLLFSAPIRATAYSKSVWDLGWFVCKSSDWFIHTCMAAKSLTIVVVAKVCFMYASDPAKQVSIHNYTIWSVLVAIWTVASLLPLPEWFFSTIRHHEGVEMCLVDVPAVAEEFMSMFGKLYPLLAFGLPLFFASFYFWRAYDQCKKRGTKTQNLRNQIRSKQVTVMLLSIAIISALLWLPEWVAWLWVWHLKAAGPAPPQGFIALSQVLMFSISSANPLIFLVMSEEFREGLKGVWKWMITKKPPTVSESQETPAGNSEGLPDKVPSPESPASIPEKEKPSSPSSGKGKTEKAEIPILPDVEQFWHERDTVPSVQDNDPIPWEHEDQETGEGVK
MITF inh: MITF inhibitors, primary screen, biochemical, AlphaScreen, human; Microphthalmia-associated transcription factor (Homo sapiens), O75030; AlphaScreen MITF homodimerization, bead proximity signal; inhibition, % at 2.6 µM; actives 0.91% (n = 650,000); AID 1259374, 2018; in the data active = inhibition above about 50%;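 also: 0% = vehicle wells with protein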
Target sequence (O75030 whole entry, looked up): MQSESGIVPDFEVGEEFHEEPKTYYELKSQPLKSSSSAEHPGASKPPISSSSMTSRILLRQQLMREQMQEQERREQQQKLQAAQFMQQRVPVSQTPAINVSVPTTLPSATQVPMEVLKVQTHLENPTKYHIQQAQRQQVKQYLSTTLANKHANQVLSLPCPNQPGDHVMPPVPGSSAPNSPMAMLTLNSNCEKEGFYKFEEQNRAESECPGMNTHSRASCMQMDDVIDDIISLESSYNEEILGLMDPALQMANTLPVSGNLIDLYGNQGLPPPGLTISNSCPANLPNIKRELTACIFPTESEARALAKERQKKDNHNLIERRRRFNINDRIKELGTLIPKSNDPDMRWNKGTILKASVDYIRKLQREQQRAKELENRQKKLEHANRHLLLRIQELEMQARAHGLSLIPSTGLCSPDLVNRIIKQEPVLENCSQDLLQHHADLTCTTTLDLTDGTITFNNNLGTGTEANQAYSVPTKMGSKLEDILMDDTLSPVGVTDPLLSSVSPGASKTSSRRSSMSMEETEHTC
FBW7 act: FBW7 E3 ligase activators, primary screen, biochemical, AlphaScreen, human; actives 0.13% (n = 650,000); AlphaScreen FBW7–phospho-cyclin E peptide binding, activator screen; normalized activity (activation), % at 26.1 µM; AID 1259310, 2017; F-box/WD repeat-containing protein 7 (Homo sapiens), Q969H0; in the data active = normalized activity above about 1.9%;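 also: purified mutant Fbw7 with reduced substrate affinity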
TEAD-YAP inh: TEAD-YAP interaction inhibition, primary screen, TEAD-YAP interaction inhibitor project, luminescence, HEK-TIYL cells; TEAD-Gal4/YAP UAS-luciferase luminescence; inhibition, % at 9.12 µM; actives 1.4% (n = 640,000); in the data active = inhibition above about 32%;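 also: 0% = median of test compound wells and 100% = reference inhibitor wells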
The depositor's hits bear a star; / = no result given. The order is random; 3.4% or so of the library scored in one or more.

SMILES	GPR151 ag	MITF inh	FBW7 act	TEAD-YAP inh
CC(=O)Nc1ccc(NC(=O)Cn2c3c(c(=O)n(C4CCCCC4)c2=O)CCC3)cc1	0.6	0	0.1	1
O=C(Nc1ccccc1Cl)c1cc2nc(-c3ccc(Cl)cc3)cc(C(F)(F)F)n2n1	-1.2	3	-0.1	-3
CCOC(=O)c1cnn(-c2ccc(OC)cc2)c1CNCCNC(C)=O	2.2	0	0.0	14
O=C(NC(=S)N1CCN(c2ccc(O)cc2)CC1)C1CCCC1	0.0	3	0.4	-11
Cc1ccc(Cl)cc1N1CCN(C(=S)NCCN2CCOCC2)CC1	-1.8	51*	0.0	1
Cc1ccc(OC(=O)c2ccccc2P(=O)(O)O)cc1	0.5	18	0.5	-14
CC(C)(C)n1nnnc1C(c1ccc(F)cc1)N1CCCC1 (configuration not stated)	-1.2	0	0.1	4
C/C(=N/NC(=O)c1ccccc1)c1cc2c(ccc3ccccc32)oc1=O	-0.1	3	-0.3	-54
COc1ccc(C(=O)N2CCN(CC(O)COc3cccc(C)c3)CC2)cc1 (configuration not stated)	0.4	0	0.2	12
O=C(O)CCCCCN1C(=O)c2[nH]nc(-c3ccccc3)c2C1c1ccccc1 (configuration not stated)	-0.8	5	0.1	1
COc1ccc2nc(NC(=O)COC(=O)/C=C/c3ccc([N+](=O)[O-])cc3)sc2c1	-1.5	7	0.6	-7
Cc1ccc(NC(=O)CC(N)=S)cc1	0.2	0	-0.1	-1
COc1ccc(Cl)cc1NC(=O)CSc1nc2ccc(C)cc2[nH]1	-1.6	12	0.1	3
Cc1[nH]c2c(c1CC(Cl)(Cl)Cl)C(=O)CC(C)(C)C2	0.8	10	0.2	6
CC(=O)N1CCc2cc(S(=O)(=O)N3CCN(c4ccc(C)cc4)C(C)C3)ccc21 (configuration not stated)	0.9	7	-0.2	-5

Arranged by length of the SMILES (high to low): 11 of the compounds above.
SMILES	GPR151 ag	MITF inh	FBW7 act	TEAD-YAP inh
COc1ccc2nc(NC(=O)COC(=O)/C=C/c3ccc([N+](=O)[O-])cc3)sc2c1	-1.5	7	0.6	-7
CC(=O)Nc1ccc(NC(=O)Cn2c3c(c(=O)n(C4CCCCC4)c2=O)CCC3)cc1	0.6	0	0.1	1
O=C(Nc1ccccc1Cl)c1cc2nc(-c3ccc(Cl)cc3)cc(C(F)(F)F)n2n1	-1.2	3	-0.1	-3
O=C(O)CCCCCN1C(=O)c2[nH]nc(-c3ccccc3)c2C1c1ccccc1 (configuration not stated)	-0.8	5	0.1	1
C/C(=N/NC(=O)c1ccccc1)c1cc2c(ccc3ccccc32)oc1=O	-0.1	3	-0.3	-54
COc1ccc(C(=O)N2CCN(CC(O)COc3cccc(C)c3)CC2)cc1 (configuration not stated)	0.4	0	0.2	12
CCOC(=O)c1cnn(-c2ccc(OC)cc2)c1CNCCNC(C)=O	2.2	0	0.0	14
O=C(NC(=S)N1CCN(c2ccc(O)cc2)CC1)C1CCCC1	0.0	3	0.4	-11
CC(C)(C)n1nnnc1C(c1ccc(F)cc1)N1CCCC1 (configuration not stated)	-1.2	0	0.1	4
Cc1ccc(OC(=O)c2ccccc2P(=O)(O)O)cc1	0.5	18	0.5	-14
Cc1ccc(NC(=O)CC(N)=S)cc1	0.2	0	-0.1	-1

Next compounds follow:
SMILES	GPR151 ag	MITF inh	FBW7 act	TEAD-YAP inh
CCc1nn2c3ccccc3n(C)c2c1C(=O)N/N=C/c1cccnc1	0.9	11	-0.1	0
CSCC(=O)N1CCCC(CO)(Cc2ccccc2C)C1 (configuration not stated)	-0.3	2	0.0	10
O=C(COc1ccccc1)N/N=C/c1ccccc1[N+](=O)[O-]	4.7	8	0.0	3
N#Cc1c(C(F)(F)F)cc(-c2cccs2)nc1SCC(=O)Nc1cc(C(F)(F)F)cc(C(F)(F)F)c1	-0.3	-14	-0.1	8
O=C(Cc1ccccc1)NNC(=O)c1ccccc1-c1nc2ccccc2[nH]1	0.2	-11	-0.1	3
CCn1cc(C(=O)NC)c(=O)c2ccc(C)nc21	-1.8	0	0.0	1
O=C(NC1CCCCC1)c1ccc(CNc2c(N3CCOCC3)c(=O)c2=O)cc1	-0.3	5	0.1	-4
COc1ccc(N2CCN(Cc3nc(N)nc(N4CCCc5ccccc54)n3)CC2)cc1	2.6	17	-0.1	8
Cc1ccc(OCc2nc(SCC(=O)Nc3cc(C)on3)n[nH]2)cc1	-0.8	12	0.2	1
CCCCc1ccc(NC(=O)C2CC(=O)N(c3ccc(CC)cc3)C2)cc1 (configuration not stated)	1.2	-12	0.0	-7
C/C(=N\N=C(N)N)c1ccc(N2CCOCC2)cc1	0.3	-6	-0.1	52*
O=C(Nc1ccc([N+](=O)[O-])cc1)Nc1ccc(S(=O)(=O)N2CCOCC2)cc1	-0.7	10	0.1	18
COc1cccc(C(=O)NCc2nnnn2C2CCCCC2)c1OC	-0.9	14	1.0	4
Nc1ccc2nc(-c3cccnc3)[nH]c2c1	-6.0	-84	1.3	3
Cc1csc(NC(=O)CN2CCC(c3ccncc3)CC2)n1	0.3	3	0.0	45*
COc1ccc(NC(=O)C(=O)/C=C(\O)c2ccccc2)cc1	-0.5	-24	0.0	-65
COc1ccccc1NC(=O)c1cccc2c1C(=O)N(C1CCCCC1)C2	-0.2	-6	0.1	7
O=C(NCc1ccco1)c1cnn2c(C(F)(F)F)cc(-c3ccco3)nc12	-0.8	12	-0.1	8
CCNS(=O)(=O)c1ccc(OCC)c(C)c1	0.4	-9	-0.1	0
O=C(Cc1ccccc1)Nc1ccnn1C1CCN(Cc2ccccc2)CC1	0.4	16	0.3	-2
CCOc1ccc(C2C(C(C)=O)C(=O)CC(C)(O)C2C(C)=O)cc1 (configuration not stated)	-0.9	11	0.6	-1
O=C(NCCO)c1cccc(-c2cn3c(NC(=O)c4cccs4)cnc3cn2)c1	-1.5	-6	0.0	-7
COc1cc(OC)c(NC(=O)CCNC(=O)Cn2cnc3ccccc3c2=O)cc1Cl	-0.9	9	0.4	-2
CN(C)C1(CNC(=O)c2cccc(S(=O)(=O)NCc3ccccc3)c2)CCCCC1	0.0	-1	0.0	10
COCCNc1nc(Cl)c(C#N)s1	-0.9	-10	0.0	-1
COCCNc1nc(-c2ccc(C)c(C)c2)ccc1C(=O)NCCNC(C)=O	-0.7	-6	-0.1	7
CC(C)c1cccc(C(C)C)c1NC(=O)CNCC(O)c1ccccc1 (configuration not stated)	1.8	32	-0.1	7
O=C(CC1SC(=O)NC1=O)Oc1ccc(C2Oc3ccc(Br)cc3C3CC(c4ccccc4)=NN32)cc1 (configuration not stated)	-1.8	-3	-0.1	-54
O=S(=O)(c1ccc2c(c1)oc1ccccc12)N1CCOCC1	0.1	-6	0.1	-4
CCSCCOC(=O)C1=C(C)NC2=C(C(=O)CC(C)(C)C2)C1c1ccc(C)s1 (configuration not stated)	0.7	5	0.1	6
COc1ccc(OC)c(NC(=S)NC(=O)c2ccc([N+](=O)[O-])cc2)c1	-0.8	8	-0.1	21
CCN(CC)S(=O)(=O)c1ccc(Cl)c(C(=O)Oc2cccc(NC(=O)c3cccc(OC)c3)c2)c1	-3.6	4	0.2	20
c1ccc(CSc2nnc3c(n2)OC(c2ccc4c(c2)OCO4)Nc2ccccc2-3)cc1 (configuration not stated)	1.7	-1	-0.2	-7
O=C(N/N=C\c1ccccc1OC(=O)c1cc([N+](=O)[O-])cc([N+](=O)[O-])c1)c1ccccc1	-1.1	4	-0.2	-35
COc1ccc(-c2nc3c(c4c2C[C@H](c2ccccc2)OC4)CN(C(=O)NCc2ccco2)CC3)c(C)c1	5.9*	10	-0.1	/
O=C(Cc1cccc2ccccc12)Nc1ccc(Br)cc1C(=O)O	-0.7	-5	0.2	7
O=S(=O)(CCCCC(Cl)(Cl)Cl)N1CCOCC1	-1.0	-9	0.1	-4
CC(C)CCNC(=O)CC1Oc2ccc(Cl)cc2NC1=O (configuration not stated)	1.3	13	0.1	5
Cc1cc(OCC(=O)Nc2ccccc2C(N)=O)ccc1Cl	-0.5	11	0.1	-26
CC1=NNC(=O)C1CC(=O)N/N=C/c1sccc1C (configuration not stated)	0.6	7	0.1	4
CC(C)N(C(=O)c1ccc(C(=O)Nc2cccc(NC(=O)c3ccc(C(=O)N(C(C)C)C(C)C)cc3)n2)cc1)C(C)C	-1.1	-3	-0.1	0
CCCOC(=O)C1=C(C)N(C)C(=O)NC1c1ccccc1Cl (configuration not stated)	0.9	-6	-0.1	0
COc1ccc(OCC(=O)NNC(=O)COc2ccc3ccccc3c2)cc1	-0.8	-10	0.0	-1
Clc1ccc(CCNc2ncccn2)cc1	-0.8	-10	0.1	-11
O=C(NC1CC1)c1ccc(-c2nccc(NCc3cccc(C(F)(F)F)c3)n2)cc1	0.2	4	-0.1	0

Full records from above. Order of values: GPR151 ag | MITF inh | FBW7 act | TEAD-YAP inh
Record of CC(C)CCNC(=O)CC1Oc2ccc(Cl)cc2NC1=O (configuration not stated) : 1.3 | 13 | 0.1 | 5
Record of COc1ccc(-c2nc3c(c4c2C[C@H](c2ccccc2)OC4)CN(C(=O)NCc2ccco2)CC3)c(C)c1 : 5.9* | 10 | -0.1 | /

(continued)
SMILES	GPR151 ag	MITF inh	FBW7 act	TEAD-YAP inh
CN1CCN(c2cc(-c3cn[nH]c3)ccc2NC(=O)C2COc3ccccc3O2)CC1 (configuration not stated)	0.8	5	-0.1	11
Nc1nc(NCCc2ccc(O)cc2)cc(Nc2cnccn2)n1	1.9	0	-0.1	29
COc1cccc(CNc2ccc3c(c2)nc(C)n3C)c1	-0.5	12	0.7	-20
O=C(/C=C/c1cccc([N+](=O)[O-])c1)NC(=S)Nc1ccc(Cl)cn1	-1.1	-13	0.0	-5
Cc1ccc(C(C)C)c(OCC(=O)NNC(=O)C(C(C)C)N2C(=O)c3ccccc3C2=O)c1 (configuration not stated)	-1.0	19	0.3	17
Cc1ccc(Nc2nc(-c3ccccc3Cl)c3cc(Br)ccc3n2)cc1	0.7	-2	0.0	2
O=c1/c(=C\c2cccc(Oc3ccc(C(F)(F)F)cc3[N+](=O)[O-])c2)sc2nc3ccccc3n12	0.8	-2	0.0	-8
CCCCN1C(=O)c2c(Oc3ccccc3Cl)cc([N+](=O)[O-])cc2Oc2ccccc21	0.1	1	0.1	-7
COc1ccc(S[C@@H]2C[C@@H](C(=O)N(C)Cc3ccn[nH]3)N(Cc3ccccc3)C2)cc1	-0.3	-6	0.0	-1
CCOC(=O)C1=C(CC)NC2=C(C(=O)CCC2)C1c1ccc(N(C)C)cc1 (configuration not stated)	-0.7	2	0.0	2
Cc1cccc(C2c3[nH]c4ccccc4c3CCN2C(=O)CCN2CCCCC2=O)n1 (configuration not stated)	0.1	7	0.1	-4
O=C(Nc1cc(F)ccc1F)c1nccnc1CO	-3.8	17	0.5	-16
CCNCc1cc(OC)c(OC)cc1Cl	0.2	3	0.1	7
O=C(CSc1nc2c(sc3ccccc32)c(=O)n1CCO)NC1CCCCC1	-0.3	3	0.0	3
Clc1ccc(CN2CCN(Cc3ccccn3)CC2)cc1	-0.8	63*	-0.1	-29
COc1ccccc1C(=O)Nc1ccnn1C1CCN(Cc2ccc3nsnc3c2)CC1	5.6*	5	0.2	6
CCOC(=O)C1=C(C)Nc2ccccc2N/C1=N\S(=O)(=O)c1ccccc1OC	-1.2	6	0.0	-10
CCN(CC)c1ccc2cc(/C(N)=N\NC(=O)c3cccs3)c(=O)oc2c1	1.3	-5	0.1	0
COc1ccc(-c2ncc(C(=O)NCc3ccccc3)s2)cn1	1.2	-2	-0.1	-1
Cc1nn(-c2ccccc2)c(=O)c2ccccc12	-1.0	4	0.0	6
COc1ccc(/C=C/C(=O)NCCCc2ccccc2)cc1	1.6	11	0.2	-7
Cc1[nH]nc2c1C(c1ccc(OCC(N)=O)cc1)C(C#N)=C(N)O2 (configuration not stated)	-0.1	6	0.0	-2
CC(=O)C1=C(c2ccc(F)cc2)N(C(C)=O)n2c(nnc2-c2ccccc2)S1	0.6	-5	0.0	7
COc1ccc(/C=C2\C=C(c3ccccc3)N(c3ccc(C)cc3C)C2=O)cc1	0.0	27	0.6	45*
CCCCCCn1c(N2CC(C)CC(C)C2)nc2c1c(=O)[nH]c(=O)n2C (configuration not stated)	5.8*	11	0.1	-5
Oc1[nH]c2ccccc2c1N=NC1=NCCC1	-1.0	3	0.1	-1
COc1ccc(/C=c2/sc3nc(=O)c(Cc4ccc(F)cc4)nn3c2=O)cc1OC	0.2	-7	-0.2	0
O=C(NCCC1=CCCCC1)c1cc(=O)[nH]c2ccc(S(=O)(=O)N3CCCC3)cc12	-0.1	-7	-0.1	11
C=CCN(C(=O)CNC(=O)c1ccco1)C(C(=O)NC1CCCC1)c1ccccc1F (configuration not stated)	-0.2	-4	0.2	9
CC(C)CNc1nc(-c2ccccc2)cs1	-0.7	12	1.2	3
O=c1c2snc(-c3ccc(F)cc3)c2ncn1Cc1cccs1	-0.3	-3	-0.4	-3
O=C(N[C@H]1C[C@H]2C(=O)N[C@@H](Cc3c[nH]c4ccccc34)C(=O)N2C1)c1ccc(C(F)(F)F)cc1	-0.6	1	0.1	-9
COc1ccc(OC)c(C2NC(=O)NC(C)=C2C(=O)Nc2ccccn2)c1 (configuration not stated)	-0.5	-5	0.0	8
Nc1c(C(=O)Nc2ccccc2Cl)sc2nc3cc4c(cc3cc12)OCCO4	0.1	0	0.1	-34
Cc1c(CSCC(=O)Nc2ccccc2)cccc1-c1ccccc1	0.1	7	-0.1	6
